PfHsp40 rescue = rescue of yeast from PfHsp40 toxicity, primary screen, S. cerevisiae, ATP luminescence; 340,000 compounds, 0.68% hits; AID 504582, 2011; S. cerevisiae expressing PfHsp40, growth rescue; growth rescue, % at 12.5 µM; in the data active = growth rescue above about 28%, passing the limit was not always enough; inconclusive = no clear call, values can overlap the other calls;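 note: yeast W303a lacking pdr1 and pdr3 grown in galactose medium; growth measured after three days at 30 °C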
BioA inh = M. tuberculosis BioA enzyme inhibitors, primary screen, biochemical, plate reader, single point, HTS. 7,8-diaminopelargonic acid synthase BioA (Mycobacterium tuberculosis). purified M. tuberculosis BioA enzyme. inhibition, % at 9.99 µM. 360,000 compounds, 0.096% hits. AID 602481, 2012; in the data active = inhibition above about 40%; inconclusive = no clear call, values can overlap the other calls
UGM FP inh = M. tuberculosis UGM enzyme inhibitors, primary screen, biochemical, fluorescence polarization, single point; UDP-galactopyranose mutase (Mycobacterium tuberculosis (strain ATCC 25618 / H37Rv)), …; purified UGM, fluorescence polarization probe displacement; inhibition, % at 10 µM; 320,000 compounds, 0.06% hits; in the data active = inhibition above about 10%, passing the limit was not always enough; inconclusive = no clear call, values can overlap the other calls
Target sequence (P9WIQ1 whole entry, looked up): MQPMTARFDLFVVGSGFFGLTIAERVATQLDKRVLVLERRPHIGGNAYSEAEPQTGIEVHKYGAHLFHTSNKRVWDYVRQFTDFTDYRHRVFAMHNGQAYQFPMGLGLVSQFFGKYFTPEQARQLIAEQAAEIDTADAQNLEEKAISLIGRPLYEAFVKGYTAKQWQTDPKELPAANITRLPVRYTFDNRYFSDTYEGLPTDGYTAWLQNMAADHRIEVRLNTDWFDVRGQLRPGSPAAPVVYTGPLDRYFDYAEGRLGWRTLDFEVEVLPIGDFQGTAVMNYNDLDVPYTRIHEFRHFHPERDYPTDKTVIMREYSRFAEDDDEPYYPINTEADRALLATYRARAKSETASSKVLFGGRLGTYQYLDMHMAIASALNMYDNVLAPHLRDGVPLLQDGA
FadD28 binding = inhibitors of FadD28 bisubstrate probe binding, primary screen, biochemical, fluorescence polarization, single point; 360,000 compounds, 0.22% hits; inhibition, % at 12.5 µM; in the data active = inhibition above about 8.5%, passing the limit was not always enough; inconclusive = no clear call, values can overlap the other calls
Vc quorum ag = inducers of Vibrio cholerae quorum light production without autoinducers, primary screen, BH1578 luxS cqsA deficient, single point. 350,000 compounds, 0.16% hits. activation, % at 18.7 µM. AID 588436, 2011. V. cholerae BH1578 lux reporter, luminescence, 6 h; in the data active = activation mostly above about 9.7%, no sharp cut-off; inconclusive = no clear call, values can overlap the other calls; inactive = mostly below about 3.7%; note: not every result past the cut was called active; inactives centre near 0; reference of the scale not given here
GDH-TPI counter = GDH-TPI coupling enzyme inhibitors, primary screen, artefact control for M. tuberculosis FBA inhibitor project, biochemical, absorbance, full deck | GDH-TPI coupled enzyme counterscreen, NADH absorbance | inhibition, % at 4.8 µM | 360,000 compounds, 1.2% hits | AID 588335, 2011; in the data active = inhibition above about 30%;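 note: 0% = DMSO wells and 100% = wells lacking the enzyme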
TcdB GH inh = TcdB glycohydrolase inhibitors, primary screen, biochemical, single point, plate reader | Toxin B (Clostridioides difficile), P18177 | TcdB glycohydrolase enzymatic assay | AID 652162, 2013 | inhibition, % at 9.99 µM | 350,000 compounds, 0.24% hits; in the data active = inhibition above about 10%
Y pestis TopoI = Yersinia pestis topoisomerase I inhibitors, primary screen, biochemical, cleavage product accumulation, plate reader, single point. activity, % at 10 µM. Y. pestis Topo-I cleavage product accumulation. DNA topoisomerase I (Yersinia pestis CO92). AID 504884, 2011. 360,000 compounds, 0.064% hits; in the data active = activity above about 50%, passing the limit was not always enough; inconclusive = no clear call, values can overlap the other calls; note: inactives centre near 2
Mtb FBA inh = Mtb FBA enzyme inhibitors, primary screen, biochemical, fluorescence, strain H37Rv; Fructose-bisphosphate aldolase (Mycobacterium tuberculosis (strain ATCC 25618 / H37Rv)), …; purified M. tuberculosis FBA, fluorescence read-out; inhibition, % at 1 µM; 360,000 compounds, 2.3% hits; in the data active = inhibition above about 27%;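 note: 0% = vehicle and 100% = reference inhibitor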
Target sequence (P9WQA3 whole entry, looked up): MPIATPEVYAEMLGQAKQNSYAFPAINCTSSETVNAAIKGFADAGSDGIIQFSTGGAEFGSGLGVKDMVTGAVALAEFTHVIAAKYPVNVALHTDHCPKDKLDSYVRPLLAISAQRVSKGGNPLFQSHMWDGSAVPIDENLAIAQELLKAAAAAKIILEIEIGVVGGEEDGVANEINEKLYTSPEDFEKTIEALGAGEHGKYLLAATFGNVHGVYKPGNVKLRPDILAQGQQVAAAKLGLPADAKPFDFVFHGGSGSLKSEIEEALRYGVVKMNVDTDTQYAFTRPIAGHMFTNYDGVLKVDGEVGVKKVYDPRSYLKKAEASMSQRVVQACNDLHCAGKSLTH
The depositor's hits bear a star; i = inactive; ? = inconclusive; . = no result given; & = joins results of further samples.

mol	PfHsp40 rescue	Vc quorum ag	GDH-TPI counter	UGM FP inh	TcdB GH inh	Mtb FBA inh	BioA inh	FadD28 binding	Y pestis TopoI
Cc1ccc(C23CC4CC(CC(C(=O)OCC(=O)N(C)C)(C4)C2)C3)cc1	-1.0	i	-10	0.3	0.7	0	0.6	-2.7	1
COc1ccc(OC)c(C(=O)c2coc3cc(Br)c(O)c(Br)c23)c1	?	-0.3	16	1.3	4.9	-4	.	-3.2	9
O=C(c1ccc(CS(=O)(=O)c2ccccc2)o1)N1CCN(c2ccccc2)CC1	2.7	i	3	-0.4	0.4	-5	-0.9	-3.0	-6
COc1ccccc1C(=O)NCCC(=O)N1CCCC(C)C1 (stereo unspecified)	-0.9	i	1	-0.3	0.7	1	-0.8	-2.1	-1
Cn1c(=O)c2c(nc(Oc3ccccc3Br)n2C)n(C)c1=O	0.1	i	4	-2.3	2.4	-2	1.3	-1.9	-13
CCOC(=O)c1c(NC(=O)CN2CCCCC2)sc2c1CCCC2O (stereo unspecified)	-1.4	-0.2	10	2.3	0.0	-1	4.8	-3.8	33
O=C(Nc1ccc2c(c1)Cc1cc([N+](=O)[O-])ccc1-2)C(F)(F)F	.	-0.1	-4	.	-8.2	-1	-0.4	-2.3	1
COc1cccc(CC(=O)Nc2ccc3nc(C)sc3c2)c1	-0.6	i	1	-1.3	0.6	2	.	0.6	-6
COc1ccc(COC(=O)Nc2cn(C)nc2C(F)(F)F)cc1	-0.6	i	-4	-2.8	1.6	2	.	-0.8	8
CCc1ccc(NC(=O)CSc2nc3ccccc3nc2N2CCCCC2)cc1	0.0	-0.3	9	3.1	0.9	-1	0.3	-3.1	5
NCCCC[C@@H](C(=O)NCCCCCCCCCCC(=O)N1CCNCC1)n1cc(CCCC(=O)O)nn1	-1.4	i	6	2.1	.	4	-1.4	-0.4	9
Cc1cc(C)cc(NC(=O)CNC(c2ccccc2)c2ccccc2)c1	-1.3	0.5	-8	1.1	0.1	-1	-0.1	-3.2	4
COc1ccc(C2C(C)C(=O)C(C)C(c3ccc(OC)cc3)N2N=O)cc1 (stereo unspecified)	-2.1	.	3	.	0.6	2	.	0.2	7
O=C(NC(=S)NCCCN1CCOCC1)c1ccco1	1.4	-0.3	3	0.8	1.6	-1	-2.3	-0.4	-9
C=CCn1c(SCC(=O)Nc2ccccc2OC)nc2c([nH]c3ccccc32)c1=O	-1.9	.	17	0.3	0.6	1	-1.6	-20	8
Cc1ccc(S(=O)(=O)/N=c2\sccn2C)cc1	0.3	46*	-5	-0.9	.	-3	-1.4	0.4	3
CCOC(=O)c1c(N)n(Cc2ccco2)c2nc3ccccc3nc12	0.9	-0.3	15	1.6	.	77*	-3.1	-3.3	-9
CC(C)(CO)NS(=O)(=O)c1ccc2c(c1)C(=NO)c1cc(S(=O)(=O)NC(C)(C)CO)ccc1-2	-1.3	-0.3	5	1.3	-0.2	4	.	-7.2	-3
COC(=O)CNC(=O)COc1ccccc1	0.0	-6.2	13	-1.8	.	0	-3.7	-0.5	-6
CCC1(c2ccccc2)NC(=O)N(CC(=O)N2CCc3ccccc32)C1=O (stereo unspecified)	1.5	i	14	0.7	-0.9	2	-3.2	-0.3	-3
c1ccc2c(c1)CC/C2=N/Nc1nc2ccccc2[nH]1	-0.8	i	49*	1.2	.	1	0.2	-3.5	-13
C/C=C/C=C\C(=O)Nc1cccc(C2=NOC3(C2)C[C@H](C(N)=O)N(C(=O)CC#N)C3)c1 (stereo partly specified)	1.4	-0.5	3	-1.5	1.5	0	-2.4	-2.1	-1
CCCCn1nnnc1SCC(=O)NCc1ccccc1	-2.0	i	11	1.0	.	3	3.1	2.0	3
COc1ccc(C2c3c(-c4ccccc4O)n[nH]c3C(=O)N2Cc2ccco2)cc1 (stereo unspecified)	0.1	-0.4	1	-3.3	0.3	2	-0.4	-7.2	36
Cc1cc(C)c2[nH]c(=O)c(CN(CC3CCCO3)C(=O)C3CCCO3)cc2c1 (stereo unspecified)	4.3	-0.2	7	2.1	.	5	-3.9	-1.1	6
CC(=O)Nc1ccc(S(=O)(=O)Nc2ccn(Cc3ccccc3Cl)n2)cc1	0.7	0.8	11	.	1.8	-1	1.8	-1.5	0
CC(C)CCn1c(=O)[nH]c2ccccc21	-1.4	-0.3	4	0.2	1.5	12	1.2	-0.3	1
Cn1cc([N+](=O)[O-])c(C(=O)NC2CCCCCCC2)n1	0.4	-0.2	4	-1.2	0.0	2	-2.1	-1.9	4
C[C@@H]1NC(=O)[C@H](CCC(N)=O)NC(=O)c2cc([N+](=O)[O-])cc(I)c2NCCC[C@@H](C(N)=O)NC1=O	-1.8	-0.3	20	-2.1	0.2	-1	-0.9	-1.7	1
COc1cc(NC(=O)C2CCCN(S(=O)(=O)c3ccc4[nH]c(=O)ccc4c3)C2)cc(OC)c1 (stereo unspecified)	-0.3	i	-3	-3.1	-2.6	0	-1.8	-1.4	-14
CCOC(=O)N1CCN(CC(=O)Nc2sccc2C#N)CC1	-0.4	i	-3	-1.5	1.2	6	-2.5	0.0	-5
CC(C(=O)Nc1cccc([N+](=O)[O-])c1)[n+]1ccccc1 (stereo unspecified)	0.2	1.5	5	2.1	1.3	6	0.7	2.6	-1
CC(=O)c1ccc(S(=O)(=O)NCCCC(=O)NCCc2ccccn2)cc1	-1.6	i	-4	-2.1	.	2	-0.1	-1.8	-8
Cc1ccccc1Cn1c(O)c(N=NC(=S)Nc2ccccc2F)c2ccccc21	3.1	-0.6	8	3.9	3.4	-9	.	0.3	-12
CC1=Nc2ccccc2NC(=O)C1Sc1nnc(C)s1 (stereo unspecified)	-0.4	i	2	0.7	.	-10	3.5	-4.5	7
COc1ccc(CN(C)C(=O)Cc2c[nH]c3ccccc23)c(OC)c1OC	-0.1	1.4	-9	2.4	-0.9	4	6.7	1.6	-5
CNC[C@H]1Oc2ccc(NC(=O)Nc3ccc4c(c3)OCO4)cc2C(=O)N([C@H](C)CO)C[C@@H]1C	-0.6	i	3	2.3	0.9&0.2	1	-3.3&-1.7	1.8	-5
COc1ccccc1C(CNC(=O)c1ccc(C)c(S(=O)(=O)N2CCCCC2)c1)N(C)C (stereo unspecified)	-1.3	1.6	-2	-2.9	-0.2	-3	-0.4	-1.7	-5
COc1cccc(-c2sc3ccc(OC)cc3c2C#CCC(C)O)c1 (stereo unspecified)	5.3	i	9	-0.1	-3.1	5	-1.3	-9.9	19
CN1CC(=O)N2Cc3[nH]c4ccccc4c3C[C@H]2C1=O	-1.9	0.6	-6	-0.2	0.9	3	-0.3	.	1
CS(=O)(=O)N(CC(O)CON=C1c2ccccc2-c2ccccc21)c1ccc(F)cc1 (stereo unspecified)	-0.2	-4.0	3	2.5	.	1	-0.5	-1.9	4
CCOc1ccc2oc(C(=O)NN3C(C)CCCC3C)c(C)c2c1 (stereo unspecified)	-0.1	i	-3	-0.3	1.0	-5	.	-3.1	-14
O=C1c2ccccc2C2N1CCCN2C(=O)c1sc2ccccc2c1Cl (stereo unspecified)	.	0.6	1	.	-5.8	0	6.4	0.5	18
CCOc1cc2[nH]c(=S)n(CCCN3CCOCC3)c(=O)c2cc1OCC	0.3	-0.3	12	-0.3	.	3	-0.9	-0.8	4
CCC(=O)Nc1ccc(CCC(=O)N2CCCC2)cc1	-0.5	-0.8	6	-1.6	-0.8	0	-3.3	-0.8	0
CCOC(=O)c1cnc2oc3ccccc3n2c1=O	8.0	i	1	-0.7	0.6	4	-1.9	-0.2	6
Cc1ccc(S(=O)(=O)Nc2ccc(-n3cnnn3)cc2)cc1	-0.6	-0.4	0	0.2	2.9	1	-0.6	1.8	1
Cc1nnc(SCC(=O)N2CCC(C(=O)Nc3nccs3)CC2)n1Cc1ccccc1	0.6	-2.6	-3	.	.	-3	-0.5	-3.2	6
CCCCOC(=O)c1ccc(NC(=O)c2ccc(F)cc2F)cc1	0.7	i	2	-3.7	.	-1	0.1	-1.3	21
COc1cc(C(=S)N2CCN(C(c3ccccc3)c3ccccc3)CC2)cc(OC)c1O	1.7	1.5	0	-0.6	-0.4	1	0.9	-2.0	1
CCOC(=O)c1cc(CC)sc1NC(=O)CN1C(=O)C(=O)N(CC(C)C)C1=O	-0.4	-1.1	-1	4.5	1.2	0	0.1	-3.6	10
CN(CC(=O)Nc1ccccc1C(F)(F)F)C(=O)COc1ncnc2ccccc12	0.2	-0.4	7	-2.3	0.2	4	-1.3	-1.3	-3
C[C@H]1COC[C@@H](C/C=C/c2ccccc2)N1c1ccccc1	.	-0.6	3	.	0.9	0	0.6	-1.7	17
CN(C)CCC(=O)c1ccc(Cl)cc1	0.7	0.0	-5	-1.4	.	6	1.0	0.4	3
CC1(C)CC(=O)C(N=Nc2c(Cl)cc(Cl)cc2Cl)=C(O)C1	-0.9	-0.3	26	-1.5	.	1	.	3.1	1
Cc1ccc(SCCNC(=O)CN(c2ccc3c(c2)OCO3)S(C)(=O)=O)cc1	-0.9	i	3	1.0	.	0	0.0	-0.7	23
CC(=O)Nc1nc2c(s1)C(=O)NCCC2	-1.5	-0.3	3	-1.8	-15	3	.	-1.0	5
O=C1OCC(CO)(CO)N=C1NNc1ccccc1Cl	4.2	-2.0	13	2.5	-9.4	-3	-1.4	1.3	-3
Cc1ccccc1CSc1ncc(C#N)c(N)n1	0.0	-12	3	-1.2	-0.2	0	-2.5	-3.3	5
COC(=O)CCC(=O)OC1(C)C(=O)C=C2C=C(C3CC3)N(c3cccc(C#N)c3)C=C2C1=O (stereo unspecified)	0.0	i	4	4.1	-1.1	8	-4.6	0.6	-2

Continuation.
mol	PfHsp40 rescue	Vc quorum ag	GDH-TPI counter	UGM FP inh	TcdB GH inh	Mtb FBA inh	BioA inh	FadD28 binding	Y pestis TopoI
O=C(Oc1cccc2cccnc12)c1cccs1	-0.7	0.6	10	-4.7	.	-3	1.5	-2.2	-4
Cn1c(=O)c(=O)n(C)c2cc(S(=O)(=O)CCC(=O)Nc3ccc(C(F)(F)F)cc3)ccc21	-0.8	i	6	-1.8	-2.2	4	-1.3	-0.8	-3
CCN1CCN(CCC(=O)Nc2ccc3c(c2)OCO3)CC1	-1.2	-0.5	-1	-0.9	.	-2	-2.1	-2.1	-4
NS(=O)(=O)c1ccc(N/C=C\C(=O)c2ccncc2)cc1	0.6	-1.0	15	1.0	1.0	-2	.	-2.7	0
Nc1ccc2nc(SCc3ccc([N+](=O)[O-])cc3)sc2c1	0.2	-0.4	6	0.6	2.2	3	0.1	3.6	-16

Profiles, quoted from the list.
Listed for O=C(Oc1cccc2cccnc12)c1cccs1 = PfHsp40 rescue: -0.7; Vc quorum ag: 0.6; GDH-TPI counter: 10; UGM FP inh: -4.7; TcdB GH inh: .; Mtb FBA inh: -3; BioA inh: 1.5; FadD28 binding: -2.2; Y pestis TopoI: -4
Listed for NS(=O)(=O)c1ccc(N/C=C\C(=O)c2ccncc2)cc1 = PfHsp40 rescue: 0.6; Vc quorum ag: -1.0; GDH-TPI counter: 15; UGM FP inh: 1.0; TcdB GH inh: 1.0; Mtb FBA inh: -2; BioA inh: .; FadD28 binding: -2.7; Y pestis TopoI: 0
